# Pf Dd2 inh – inhibitors of Plasmodium falciparum Dd2 growth | P. falciparum Dd2 growth, SYBR Green, 72 h | 4.3% of 120,000 active | Potency, µM (titrated, usually from 28.9 µM), inactives show top-dose activity, negative = inhibition, most hits filed as inhibitors; active = well fitted inhibition curve with a large enough effect; inconclusive = small, poorly fitted or top-dose-only effect; inactive = no such curve, though single readings can be large or run the other way;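 note: plate controls were DMSO vehicle for no effect and reference drug for full effect; nearly all actives have a fitted effect of over 65% in size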
#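 Infected erythrocytes (Dd2, 0.3% parasitemia, 2.5% hematocrit final) are added to compound in RPMI-1640/Albumax II medium, grown 72 h at 37C in low oxygen, then lysed with saponin/Triton-X containing SYBR Green and read by fluorescence.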
# * = called active by the depositor; i = inactive; ? = inconclusive; [ ] = dose if it differs, or a comment. Potency is the fitted concentration of half-maximal effect.
# The opening three records, to show the layout:
SMILES,Pf Dd2 inh
O=C(c1cccs1)N1CCC2(CC1)CN(Cc1ccccc1)CC2CO (stereo not drawn),?
CC(=O)NCC(=O)N1CC[C@@H]2COCCN(Cc3ccccc3)[C@@H]2C1,155.3%[activator]
OC1CC([C@@H](Cc2ccccn2)NC2CCN(Cc3ccco3)CC2)C1 (stereo partly drawn),-1.9%

# The list itself, from the first entry:
SMILES,Pf Dd2 inh
O=C(c1cccs1)N1CCC2(CC1)CN(Cc1ccccc1)CC2CO (stereo not drawn),?
CC(=O)NCC(=O)N1CC[C@@H]2COCCN(Cc3ccccc3)[C@@H]2C1,155.3%[activator]
OC1CC([C@@H](Cc2ccccn2)NC2CCN(Cc3ccco3)CC2)C1 (stereo partly drawn),-1.9%
CCOC(=O)Cn1cc2c(c1-c1ccc(Cl)cc1)c(=O)n(C)c(=O)n2C,-6.9%
O=C(NCCCN1CCOCC1)c1noc(-c2ccc[nH]c2=O)n1,i
COC1CCN(C(=O)c2ccnc(-c3nnc4ccc(N5CCOCC5)nn34)c2)CC1,-24.9%[44.1 µM]
Cc1nc(N2CCOCC2)c2c(C(=O)N3CCN(c4ccc(Cl)cc4)CC3)c(C)oc2n1,17.4%
O=C1NCCCCCN(Cc2cn[nH]c2-c2cccs2)[C@H]2CCC[C@@H]12,i
Cc1cc(C(=O)N[C@@H]2CCC[C@@H](C(=O)NCc3cc(F)cc(F)c3)CC(=O)N(C)C2)no1,-4.1%
Cc1ccc(NC(=O)CSc2nc3ccc(Br)cc3[nH]2)c(C)c1,?
Cc1nn(CC(=O)NCCN2CCCCCC2)c(=O)c2nc(-c3ccccc3)sc12,?
CCCc1cc(=O)[nH]c(SCc2nc(-c3ccccc3)no2)n1,i
CC(C)(C)OC(=O)N1CC(Nc2ccc(Oc3ccccc3)cc2)C1,14.5%
Cc1cn2c(=O)cc(COC(=O)c3ccccc3F)nc2s1,60.0%[activator]
Cc1noc(C)c1-c1cc2c(cc(C)n2C)c(-c2cnn(C)c2)n1,?
CC(=O)NC1(C)CCN(Cc2ccc(-c3cccc(Cl)c3)cc2)C1 (stereo not drawn),?
CCOc1ccc(N(CC)S(=O)(=O)N2CCCC(C(=O)Nc3ccc(OC)c(Cl)c3)C2)cc1 (stereo not drawn),?
Cc1noc(C)c1Cn1cnc(-c2ccccc2)c1-c1ccc(CO)o1,-10.7%
Cc1cc2c(c(=O)n(-c3ccc(F)cc3)c(=O)n2CC(=O)Nc2cc(F)ccc2F)n1C,i
Cc1cccc(C(=O)N2CCC(c3noc(COc4cccnc4)n3)CC2)c1,?

# Quoted at random: two records from the list
SMILES,Pf Dd2 inh
CCOc1ccc(N(CC)S(=O)(=O)N2CCCC(C(=O)Nc3ccc(OC)c(Cl)c3)C2)cc1 (stereo not drawn),?
Cc1nc(N2CCOCC2)c2c(C(=O)N3CCN(c4ccc(Cl)cc4)CC3)c(C)oc2n1,17.4%

# (more compounds)
SMILES,Pf Dd2 inh
Cc1cc(C(=O)N2CC(N(C)Cc3cccnc3)C2)n[nH]1,1.1%
O=C(Cc1ccc(Cl)cc1)N1CCC(N2CC3CC(C2)[C@H]2CCCC(=O)N2C3)CC1 (stereo partly drawn),?
CC(=O)N1c2ccc(S(=O)(=O)NCc3ccc(Cl)cc3)cc2CC1C (stereo not drawn),36.0%[activator]
O=C(NCc1ccncc1)C1CC(=O)N(c2n[nH]c3ccccc23)C1 (stereo not drawn),-2.0%
CCOc1ccc(-c2cc3nc(C4CCN(C(=O)OC(C)(C)C)CC4)c(C(=O)Nc4c(C)cccc4C)cn3n2)cc1,2.51µM*
O=C(Cc1ccccc1)Nc1ccnn1C1CCN(Cc2cn[nH]c2-c2ccccc2)CC1,?
CCc1noc(-c2cccn3c(CNC(=O)Cc4cccc(F)c4)nnc23)n1,-2.1%
CN(C)c1cc(N2CCCC(NC(=O)c3ccoc3)C2)ncn1 (stereo not drawn),i[5.79 µM]
COc1ccc(S(=O)(=O)N[C@H]2C[C@@H](c3nc(C(C)C)no3)N(C)C2)cc1,-28.0%[44.1 µM]
Cc1ccc(COc2ccc3oc(-c4ccccc4)c(C(=O)O)c3c2)cc1,i[5.79 µM]
Cc1noc(C)c1[S+](=O)([O-])N1CCC2(CCN(Cc3cccs3)c3ccccc3O2)CC1,?
CCN1CCN(C(=O)c2cc(-c3ccccc3)cn2C)CC1,2.4%
COC(=O)[C@]1(CC(C)C)N[C@H](c2cc(C(C)C)no2)[C@@H]2C(=O)N(C)C(=O)[C@@H]21,6.1%
O=C1CCC2(CCCO2)CCN1Cc1cccc(F)c1 (stereo not drawn),9.7%
CN1CC2(CCN(C(=O)c3cccn3C)CC2)CC(c2ccccc2)C1=O (stereo not drawn),5.1%
Cc1ccc(C)c(C(=O)NC2CCN(c3cc(C(F)(F)F)nc(C)n3)CC2)c1,-7.8%
CN(C)c1cc(N2CCCC(NC(=O)c3ccccc3F)C2)ncn1 (stereo not drawn),i[5.79 µM]
CCC(C(=O)Nc1ccc(C(=O)OC)cc1)n1c(=O)c(-c2ccccc2NC(C)=O)nc2ccccc21 (stereo not drawn),?
O=C(c1ccccn1)N1CC(Oc2ccc3c(c2)OCO3)C1,?
CCOc1ccc(NC(=O)CC2C(=O)N(c3cccc(OC)c3)C(=O)N2C2CCCCC2)cc1 (stereo not drawn),11.1%
Nc1nc(C2CC(O)C2)cc(N2CCC(CCN3CCCC3=O)CC2)n1 (stereo not drawn),i
Cc1noc(C)c1S(=O)(=O)N1CCC2(CC1)C(=O)N(C)c1ccccc12,3.55µM*
O=C(O)c1cccc(CN2CC(COc3ccccc3)C3(C2)CN(c2ccccc2)C3)c1 (stereo not drawn),?
Cc1ccc(/C=C/c2nc3ccccc3n2S(=O)(=O)c2cccc(Cl)c2)cc1,?
CCc1ccc(CNC(=O)CSc2cc(=O)n(CC)c3ccccc23)cc1,10.2%
O=C1N(Cc2ccccc2Cl)c2ccccc2C1(O)c1c[nH]c2ccccc12 (stereo not drawn),?
Cc1ccc(NC(=O)Nc2ccc(C)n(CC(=O)NC3CCCC3)c2=O)cc1,-3.4%
O=C(c1ccccc1F)N1CCC2(CC1)CCN(Cc1cccs1)c1ccccc1O2,?
C=CCN(CC=C)C(=O)c1c(-c2ccccc2)noc1[C@H](C)O,3.4%[44.1 µM]
O=C(c1cccc(Cl)c1)N1c2ncnn2C2(CCCCC2)[C@@H]2CCCC[C@@H]21,?
O=C(O)[C@]12CCCN[C@@H]1CCN(c1cc(N3CCOCC3)ncn1)C2,-14.6%
O=C1N[C@H](CCC(=O)N2CCN(Cc3ccccc3Cl)CC2)C(=O)Nc2ccccc21,-11.9%
Cc1cn2nc(C(=O)NCc3ccccc3C)cc2c(=O)[nH]1,24.8%
CNC(=O)c1cccc(-c2cnc3[nH]cc(CC(=O)NCc4cccc(F)c4)c3c2)c1,-5.3%[44.1 µM]
Cn1c(=O)c2c(nc(Oc3ccccc3Cl)n2Cc2ccc(C#N)cc2)n(C)c1=O,13.6%
Cc1nn(C)c(C)c1S(=O)(=O)N1CCC2(CC1)CC(N1CCN(C)CC1)CCO2 (stereo not drawn),8.7%
COCC(=O)N[C@@H]1CN(Cc2ccc(Cl)cc2F)C[C@H]1CO,14.7%
O=C(C1CC1)N1CCCC(c2nc(C3CCOCC3)no2)C1 (stereo not drawn),15.1%
CCN1c2cc(C(=O)Nc3cccc(C)c3)ccc2C(=O)N2CCCCC21 (stereo not drawn),i
CCOc1ccccc1CNC(=O)C1CCN(S(=O)(=O)c2cccc3nonc23)CC1,i
O=C(NCc1ccc(F)cc1)C1CCc2nnc(C3CCN(C(=O)c4ccccc4)CC3)n21 (stereo not drawn),18.4%
CN1[C@@H](CCC(=O)N2CCCC2)CNC(=O)[C@@H]2[C@H]1CCN2CC(C)(C)C,36.3%[activator][44.1 µM]
CSCc1ccc(C(=O)N2CC[C@@H]3[C@@H](CCC(=O)N3CCN)C2)o1,-16.5%
O=C(NC1CCCN(c2cc(-c3ccccc3)[nH]n2)C1)c1cccc(F)c1 (stereo not drawn),-7.6%
COc1ccc(CNC(=O)CN2C(=O)NC3(CCCCC3)C2=O)cc1,-24.5%
CN1C[C@H](NCc2nccn2C)CCC[C@@H](C(=O)N(C)Cc2cccnc2)CC1=O,28.0%[44.1 µM]
CCOc1ccccc1N(C)C(=O)C1CCCN(c2ncnc3onc(-c4ccc(F)cc4)c23)C1 (stereo not drawn),?
O=C(Cc1c[nH]c2ccccc12)N1CCC(Cc2nc(C3CC3)n[nH]2)C1 (stereo not drawn),-20.6%
COc1ccc(C(=O)Nc2cccc(-c3nc4cccnc4s3)c2C)c(OC)c1,-26.8%
COc1ccccc1CNC(=O)CN1CCn2nc(C(C)O)cc2C1 (stereo not drawn),-0.8%

# Following part
SMILES,Pf Dd2 inh
Cc1cccc(Cn2c(=O)n(-c3ccc(Cl)c(Cl)c3)c(=O)c3c(C)c(C)sc32)c1,60.2%[activator]
CC1=C(C(=O)Nc2ccc(C)cc2C)C(c2ccc(C(C)C)cc2)n2nc(C(F)(F)F)nc2N1 (stereo not drawn),12.6µM*
Cn1cnc2cc(NC(=O)C[C@H]3NC(=O)c4ccccc4NC3=O)ccc21,-21.6%
Cc1cccc(OCC(=O)Nc2ccccc2OCc2cc(=O)n3ccccc3n2)c1,11.2%
COc1ccc(-c2noc(-c3cccn3CC(=O)Nc3ccc(F)cc3)n2)cc1F,3.16µM*
O=C(NCc1ccc(N2CCCCC2)cc1)C1CCCN(c2cn[nH]c(=O)c2)C1 (stereo not drawn),i
CCOc1ccccc1NC(=O)CN1C(=O)C(c2ccccc2)=NC12CCCCCC2,i
CCC1(CC)CC1C(=O)N1CCc2onc(-c3cccc(F)c3)c2C1 (stereo not drawn),-16.1%
O=C(Cn1ccn2nc(-c3ccc(F)cc3)c(CO)c2c1=O)N1CCc2ccccc21,-14.4%
O=C1[C@H]2CN(Cc3c[nH]c4ccccc34)C[C@H]2C(=O)N1CCc1ccccc1,-1.1%

# Four compounds from above, arranged by length of the SMILES, largest number first.
SMILES,Pf Dd2 inh
CC1=C(C(=O)Nc2ccc(C)cc2C)C(c2ccc(C(C)C)cc2)n2nc(C(F)(F)F)nc2N1 (stereo not drawn),12.6µM*
O=C1[C@H]2CN(Cc3c[nH]c4ccccc34)C[C@H]2C(=O)N1CCc1ccccc1,-1.1%
CCOc1ccccc1NC(=O)CN1C(=O)C(c2ccccc2)=NC12CCCCCC2,i
Cc1cccc(OCC(=O)Nc2ccccc2OCc2cc(=O)n3ccccc3n2)c1,11.2%

# Going on with the list.
SMILES,Pf Dd2 inh
COc1ccc(NC(=O)c2cccc3c(=O)c4c([nH]c23)CCCC4)cc1,?
CN1CCCCCCN(C(=O)CCc2ccccc2)[C@H]2CCC[C@H]2C1=O,?
Cc1nn(-c2ccccc2)c2c1N(CC(=O)NCc1ccc(N(C)C)cc1)C(=O)CS2,4.1%
CCOc1ccc(CNC(=O)c2cc(-c3ccc(Cl)s3)nc3ccccc23)cc1,58.8%[activator][5.79 µM]
Cc1nc(-c2ccc(Cl)cc2)n(Cc2ccc(F)c(F)c2)c(=O)c1CCO,?
COC(=O)c1cc2sc(C)cc2n1Cc1nc(-c2cccc(Br)c2)oc1C,26.7%
CCNc1nc(NCc2ccc(F)cc2)c2cnn(C)c2n1,40.8%[activator]
CCN1C(=O)c2ccccc2Sc2ccc(NC(=O)N3CCN(c4cc(C)ccc4C)CC3)cc21,-12.3%
O=C(NCc1cccnc1)[C@@H]1C[C@@H](O)CN1C1CCN(C(=O)c2n[nH]c3ccccc23)CC1,-13.2%
COC(=O)c1ccc(NC(=O)Cn2c(C)cc3nc4n(c(=O)c32)CCCCC4)cc1,91.4%[activator]
O=C(c1ccccc1F)N1CCC(c2nc3c(nnn3Cc3cccc(F)c3)c(=O)[nH]2)CC1,?
CN(C)C[C@@H]1CN(C)C[C@H]1NC(=O)C1CCC1,32.2%
COc1cccc(CNC(=O)[C@@]23CCCC[C@H]2N(CCc2ccccc2)C(=O)CC3)c1OC,?
COc1ccc(C(=O)NNc2ncnc3c2cnn3-c2ccc(C)cc2C)cc1,5.6%
CCc1ccc2oc(-c3ccc(NC(=O)c4cc(OC)c(OC)c(OC)c4)cc3)nc2c1,-16.0%
CC(=O)c1ccc(NC(=O)CCCSc2nc(-c3ccco3)cc(C(F)(F)F)n2)cc1,?
COc1ccc(CN2CCn3c(nn(-c4ccncc4)c3=O)C2)cc1,-18.3%
COC(=O)c1ccc(Cn2c(SCc3ccc(F)cc3)nc3ccncc32)cc1,?
CN(C)c1ccc(CN(C)C2CCOc3ccccc32)cc1 (stereo not drawn),-20.1%[44.1 µM]
Cc1cc2ccccc2n1CCNC(=O)c1ccccc1F,2.3%
CCC(C)NC(=O)C(NC(=O)c1ccc(OC)cc1)C1CCN(C(=O)c2cccc(OC)c2)CC1 (stereo not drawn),?
CC(C)C(=O)N1CCOc2ccc(CN3CCc4ccccc4C3)cc2C1,i
NC1CC(c2cc(N3CCC(OCc4ccccc4)CC3)ncn2)C1 (stereo not drawn),?
Cc1cccc(-n2c(=O)c3c4c(sc3n3cnnc23)CCCC4)c1,-16.6%
Cn1cc(S(=O)(=O)c2ccc(Cl)cc2)c(=O)c2cc(F)c(N3CCCCCC3)cc21,14.1µM*
CC(C)c1cc(NCc2csc(-c3ncccn3)n2)n2nccc2n1,?
O=C(CSc1ccccn1)N1CCn2nc(C(O)c3ccccc3)cc2C1 (stereo not drawn),-19.1%
CN(Cc1cccnc1)C1CN(C(=O)C2CCCC2)C1,11.6%
COc1ccc(NC(=O)CCCc2nc(-c3ccco3)no2)c(OC)c1,-20.0%
CCc1ccccc1NC(=O)N1CCN(c2cc(-c3noc(C)n3)ccc2C)CC1,i
Cc1nc(C2CC(O)C2)cc(N2CCN(c3cnn(C)c(=O)c3)CC2)n1 (stereo not drawn),-9.5%
Cc1ccc(SCc2nc(-c3ccc(C(=O)NCCc4ccc(Cl)cc4)cc3)oc2C)cc1,55.8%[activator]
N#Cc1ccccc1Cn1c(=O)n(CCCC(=O)NCc2ccccc2Cl)c(=O)c2ccccc21,i
CC1=C(C(=O)Nc2ccccc2)C(c2ccc(O)cc2)n2nc(SCc3ccccc3)nc2N1 (stereo not drawn),5.4%

# The list is partial (hit frequency here may not be typical).
